Screening data from PubChem.
AGP1-GFP MLPCN: alters AGP1-GFP fluorescence in TOR pathway yeast screen; S. cerevisiae AGP1-GFP multiplex flow cytometry, 3 h; GFP as percent of DMSO wells; GFP response vs DMSO, % at 10 µM; 0.02% of 320,000 active; AID 2066;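 active means GFP response relative to DMSO above a set limit, near screen average plus 3 SD, cut at about 150% in these data; inconclusive means fewer than 70 cells counted for the yeast strain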;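 further: median GFP channel fluorescence of the gated AGP1 strain per well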
CIT2-GFP yeast: modulators of TOR pathway CIT2-GFP in S. cerevisiae. AID 2029. S. cerevisiae CIT2-GFP strain, flow cytometry, 3 h; 100 means same as DMSO wells. GFP response vs DMSO, % at 10 µM. 0.065% of 320,000 active;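 active means GFP response relative to DMSO above a set limit, near the screen mean plus 3 SD, cut at about 150% in these data; inconclusive means Fewer than 70 cells measured for a yeast strain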;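 further: ratio of well median GFP fluorescence to mean of DMSO wells on the plate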
MEP2-GFP yeast: yeast TOR pathway MEP2-GFP modulation | 0.51% of 330,000 active | S. cerevisiae MEP2-GFP strain, flow cytometry GFP, 3 h; 100% = DMSO control level | GFP response vs DMSO, % at 10 µM;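 active means GFP response versus DMSO above a set limit, roughly screen mean plus 3 SD, cut at about 180% in these data; inconclusive means fewer than 70 cells counted for a yeast strain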;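 further: median GFP fluorescence of the barcode-gated MEP2-GFP cells per well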
GRK2 aptamer HTS: human GRK2 inhibition via aptamer displacement | bead flow cytometry, FAM-aptamer displacement from GRK2 | 0.59% of 330,000 active | AID 488847 | inhibition of aptamer binding, % at 10 µM | P25098;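 active means inhibition of aptamer binding above 40%, roughly 3 SD of noise, on plates passing a quality check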;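 further: median bead fluorescence of bound FAM aptamer so fluorescent compounds give negative values; no value below 0 was filed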
Target sequence (P25098 whole entry, looked up): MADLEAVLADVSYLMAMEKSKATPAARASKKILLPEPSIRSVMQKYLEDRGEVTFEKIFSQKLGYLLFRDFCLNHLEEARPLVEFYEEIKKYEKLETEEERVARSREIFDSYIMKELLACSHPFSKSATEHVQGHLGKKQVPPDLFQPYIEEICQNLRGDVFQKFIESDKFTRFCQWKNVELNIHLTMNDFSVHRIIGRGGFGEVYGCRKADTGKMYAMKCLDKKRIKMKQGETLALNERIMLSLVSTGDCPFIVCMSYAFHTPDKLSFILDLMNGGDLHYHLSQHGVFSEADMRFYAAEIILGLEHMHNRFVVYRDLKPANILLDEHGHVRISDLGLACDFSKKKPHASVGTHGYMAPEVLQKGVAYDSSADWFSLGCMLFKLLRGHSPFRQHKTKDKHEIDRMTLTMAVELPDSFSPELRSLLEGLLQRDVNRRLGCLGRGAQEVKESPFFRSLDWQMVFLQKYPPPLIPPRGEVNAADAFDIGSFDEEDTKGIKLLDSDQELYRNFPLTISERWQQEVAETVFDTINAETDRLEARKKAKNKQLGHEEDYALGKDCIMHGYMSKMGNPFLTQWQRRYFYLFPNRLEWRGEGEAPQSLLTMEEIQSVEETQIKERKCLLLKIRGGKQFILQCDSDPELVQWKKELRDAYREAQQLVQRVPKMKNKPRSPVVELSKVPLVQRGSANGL
Yeast superoxide: caloric restriction mimetics inhibiting age-related superoxide in yeast; S. cerevisiae aged cells, superoxide DHE fluorescence; stronger effect = lower value; 0.18% of 330,000 active; superoxide response (% of plate mean), % at 10 µM; AID 2690;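 active means superoxide response under a set limit, about three screen SD below normal, cut at about 65% in these data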;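 further: yeast aged for seven days with compound at 30 °C before DHE staining; 100% = average MFI of all compound-treated wells on the plate with controls excluded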
LAP4 TOR yeast: yeast TOR pathway LAP4-GFP modulation; S. cerevisiae LAP4-GFP multiplex, flow cytometry GFP, 3 h; median GFP as percent of DMSO wells; GFP response vs DMSO, % at 10 µM; 0.34% of 320,000 active; AID 2023;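 active means GFP response vs DMSO above a set limit, about the screen mean plus 3 SD, cut at about 150% in these data; inconclusive means under 70 cell events counted for the yeast strain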
RPL19A TOR yeast: yeast TOR pathway RPL19A-GFP modulation. S. cerevisiae RPL19A-GFP strain, flow cytometry, 3 h; stronger effect = lower value. AID 2025. 0.3% of 330,000 active. percent response vs DMSO, % at 10 µM;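 active means percent response vs DMSO below 50%; inconclusive means fewer than 70 events counted for the yeast strain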;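 further: median channel GFP fluorescence of the barcoded RPL19A-GFP strain; ratio of sample median GFP to plate DMSO average so 100% = DMSO; lower means less RPL19A-GFP as with rapamycin TOR inhibition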
VLA-4 inh: inhibition in a human VLA-4 binding assay; VLA-4 expressing cells, ligand binding flow cytometry; 0.2% of 330,000 active; AID 2557; inhibition, % (about 7 µM as worked out from the volumes in the protocol); in the data active means inhibition above about 50%
The depositor's hits bear a star; ? = inconclusive; · = no result given; [ ] = another dose, or the depositor's remark.

#	structure	AGP1-GFP MLPCN	CIT2-GFP yeast	MEP2-GFP yeast	GRK2 aptamer HTS
1	CCOC(=O)C1=C(C)Nc2ccccc2N/C1=N\S(=O)(=O)c1cccc(Cl)c1	113	96	108	0
2	O=C1/C(=C/c2ccc(Cl)cc2)NC(=S)N1Cc1cccnc1	105	106	105	5
3	Nc1nonc1-n1nnc(C(=O)N/N=C/c2cccc(Cl)c2)c1CN1CCCC1	99	100	104	2
4	CCc1nc(Nc2ccc(N3CCN(C(C)=O)CC3)cc2)c2oc3ccccc3c2n1	107	101	103	4
5	O=C(c1ccc(NS(=O)(=O)c2ccccc2)cc1)N1CCN(Cc2ccc3c(c2)OCO3)CC1	100	96	118	1
6	COc1ccc(-n2c(Cc3cccn3C)nnc2SCC(=O)Nc2ccc(C)c(Cl)c2)cc1	106	105	101	0
7	O=C(OCC(=O)N1CCCC1)c1cccc(Br)c1	102	98	108	0
8	Cc1cccc(OCC(=O)N(Cc2ccco2)C2CCS(=O)(=O)C2)c1C (stereo not drawn)	103	107	102	0
9	COc1ccc(S(=O)(=O)N2CCC(C(=O)NN3CCCCC3)CC2)cc1OC	109	114	100	2
10	CCN(Cc1ccccc1)C(=O)c1cc2c(=O)oc3ccc(C)cc3c2s1	104	109	109	3

#	Yeast superoxide	LAP4 TOR yeast	RPL19A TOR yeast	VLA-4 inh
1	104	114	114	1
2	95	102	102	-10
3	86	108	99	24
4	95	102	93	4
5	99	99	95	4
6	94	103	101	-9
7	93	99	106	9
8	84	117	112	-12
9	90	104	102	14
10	96	108	103	-17

As entered above.
CCOC(=O)C1=C(C)Nc2ccccc2N/C1=N\S(=O)(=O)c1cccc(Cl)c1 in CIT2-GFP yeast has 96
COc1ccc(S(=O)(=O)N2CCC(C(=O)NN3CCCCC3)CC2)cc1OC in VLA-4 inh has 14
Nc1nonc1-n1nnc(C(=O)N/N=C/c2cccc(Cl)c2)c1CN1CCCC1 in VLA-4 inh has 24
CCN(Cc1ccccc1)C(=O)c1cc2c(=O)oc3ccc(C)cc3c2s1 in Yeast superoxide has 96
O=C(c1ccc(NS(=O)(=O)c2ccccc2)cc1)N1CCN(Cc2ccc3c(c2)OCO3)CC1 in VLA-4 inh has 4
Cc1cccc(OCC(=O)N(Cc2ccco2)C2CCS(=O)(=O)C2)c1C (stereo not drawn) in LAP4 TOR yeast has 117
CCc1nc(Nc2ccc(N3CCN(C(C)=O)CC3)cc2)c2oc3ccccc3c2n1 in LAP4 TOR yeast has 102

Next section.
#	structure	AGP1-GFP MLPCN	CIT2-GFP yeast	MEP2-GFP yeast	GRK2 aptamer HTS
11	CCOC(=O)c1ccc(S(=O)(=O)NC2CC2)cc1	103	101	104	2
12	CCCCNc1c([N+](=O)[O-])c(=O)n(C)c2ccccc12	111	97	98	2
13	Cc1ccc(C)n1C(CC(=O)O)c1ccc(C#N)cc1 (stereo not drawn)	107	100	102	0
14	CC(C)=CCc1c(O)cc2oc3c(CC=C(C)C)c(O)c(O)c(CC=C(C)C)c3c(=O)c2c1O	98	88	106	0
15	Cc1ccc(-n2nc3ccc(N)cc3n2)c(C)c1	97	103	105	0
16	Cn1c(=O)c(=O)n(C)c2cc(S(=O)(=O)Nc3ccc(OC(F)(F)F)cc3)ccc21	102	104	102	2
17	O=C(c1cccc(S(=O)(=O)NCc2ccccc2)c1)N1CCN(c2ccc(F)cc2)CC1	110	107	111	2
18	Cc1ccc(C(=O)Nc2cccc(NC(=O)c3cccnc3)c2)cc1	105	102	100	0
19	Cc1ccc(S(=O)(=O)N2CCCC(CCC(=O)NCc3ccccc3F)C2)s1 (stereo not drawn)	91	101	115	2
20	Cc1sc(NC(=O)Cc2ccc3c(c2)OCO3)nc1-c1ccc2c(c1)CCN2C(=O)c1cccc(F)c1	105	104	99	0

#	Yeast superoxide	LAP4 TOR yeast	RPL19A TOR yeast	VLA-4 inh
11	101	109	104	16
12	103	106	105	1
13	96	99	101	-2
14	91	110	93	15
15	106	85	106	-5
16	104	102	100	-3
17	73	108	114	10
18	85	100	104	17
19	99	112	92	16
20	94	110	106	11

Next part
#	structure	AGP1-GFP MLPCN	CIT2-GFP yeast	MEP2-GFP yeast	GRK2 aptamer HTS
21	CNc1nc(N)c([N+](=O)[O-])c(Nc2ccccc2OC)n1	104	114	103	6
22	Cn1c(CN2CCOCC2)nnc1SCC(=O)Nc1nccs1	96	110	99	1
23	COc1ccccc1OCc1ccc(C(=O)N2CCCCC2)o1	99	105	107	6
24	COCCNC(=O)C(c1ccc(C)cc1)N(C(=O)C(=O)NC1CCCC1)c1ccc2c(c1)OCCO2 (stereo not drawn)	94	103	100	2
25	CCOC(=O)c1cc(-c2ccc(C)c([N+](=O)[O-])c2)nc2c1c(=O)n(C)c(=O)n2C	105	100	100	1
26	CCN(CC)CCN(C(=O)c1cc2ccccc2cc1OC)c1nc2ccc(OC)cc2s1	99	88	91	0
27	COc1cccc(OCc2cc(C(=O)N3CCC(c4ccncc4)CC3)no2)c1	106	108	109	1
28	CN(C)CCNC(=O)c1coc(=O)c(Br)c1	?	?	532*[may fluoresce violet]	·
29	O=C1c2cccnc2C(O)N1C1CCCCC1 (stereo not drawn)	104	111	?	4
30	CC1CN(C(=O)c2ccc3c(c2)OCO3)OC(c2ccccc2)O1 (stereo not drawn)	101	99	105	0

#	Yeast superoxide	LAP4 TOR yeast	RPL19A TOR yeast	VLA-4 inh
21	88	125	97	0
22	96	91	99	-15
23	125	105	111	-7
24	103	91	105	-1
25	92	109	96	-10
26	89	97	91	6
27	77	95	105	4
28	85	106[may fluoresce violet]	17*[may fluoresce violet]	7
29	106	107	101	-16
30	104	116	102	28

Additional records follow.
#	structure	AGP1-GFP MLPCN	CIT2-GFP yeast	MEP2-GFP yeast	GRK2 aptamer HTS
31	COc1ccc(OC)c(CN2CCN(C(=O)c3ccc(NS(=O)(=O)c4cccc([N+](=O)[O-])c4)cc3)CC2)c1	112	109	106	0
32	CCC(C)NS(=O)(=O)c1ccc(NC(=O)c2ccc([N+](=O)[O-])cc2Cl)cc1 (stereo not drawn)	104	110	100	5
33	O=C(Nc1ccc2c(c1)OCO2)c1ccc(COc2ccc3c(c2)CCC3)o1	100	107	98	1
34	Cc1ccc(C(=O)Nc2ccc(N3CCN(C)CC3)cc2)c(Cl)c1	97	96	107	49*
35	CCOc1ccc2[nH]c(=O)c(CN(Cc3cccnc3)C(=O)Nc3ccccc3OC)cc2c1	96	94	106	1
36	CCCCSc1nc2c(cnn2-c2ccccc2)c(=O)n1N	83	90	98	0
37	CCOc1cnc(-c2c(-c3c(Cl)cccc3Cl)noc2C)o1	112	99	101	0
38	COc1cc(C(=O)Nc2cccc(C(C)=O)c2)cc(OC)c1OC	105	84	100	1
39	O=C(CN1C(=O)C2CC=CCC2C1=O)OCc1cc(=O)n2cc(Br)ccc2n1 (stereo not drawn)	107	97	102	4
40	NS(=O)(=O)c1ccc(CCNC(=O)COC(=O)CCSc2ccc(Cl)cc2)cc1	96	95	100	0

#	Yeast superoxide	LAP4 TOR yeast	RPL19A TOR yeast	VLA-4 inh
31	108	101	106	2
32	112	97	100	-3
33	99	104	97	-12
34	110	91	105	12
35	95	88	99	7
36	103	101	97	1
37	84	109	99	22
38	90	117	98	16
39	109	106	97	0
40	91	88	94	19

Record cards, as listed above.
`COc1ccc(-n2c(Cc3cccn3C)nnc2SCC(=O)Nc2ccc(C)c(Cl)c2)cc1` in the list: AGP1-GFP MLPCN: 106; CIT2-GFP yeast: 105; MEP2-GFP yeast: 101; GRK2 aptamer HTS: 0; Yeast superoxide: 94; LAP4 TOR yeast: 103; RPL19A TOR yeast: 101; VLA-4 inh: -9
`CCC(C)NS(=O)(=O)c1ccc(NC(=O)c2ccc([N+](=O)[O-])cc2Cl)cc1` (stereo not drawn) in the list: AGP1-GFP MLPCN: 104; CIT2-GFP yeast: 110; MEP2-GFP yeast: 100; GRK2 aptamer HTS: 5; Yeast superoxide: 112; LAP4 TOR yeast: 97; RPL19A TOR yeast: 100; VLA-4 inh: -3

Results in sequence from above:
Entries 31–39 in CIT2-GFP yeast read 109, 110, 107, 96, 94, 90, 99, 84, 97
Entries 31–39 in Yeast superoxide read 108, 112, 99, 110, 95, 103, 84, 90, 109

Next compounds
#	structure	AGP1-GFP MLPCN	CIT2-GFP yeast	MEP2-GFP yeast	GRK2 aptamer HTS
41	O=C(CN1CCN(S(=O)(=O)c2ccccc2)CC1)Nc1ccc2c(c1)OCO2	110	100	106	0
42	c1ccc(-n2nnnc2-n2nnc3ccccc32)cc1	103	111	119	1
43	Cc1onc(-c2ccccc2)c1-c1csc(COc2ccccc2)n1	102	95	102	1
44	CCOC(=O)c1cc2n(c1N)-c1ccccc1C2=O	100	104	112	0
45	O=C(NN1C(=O)CSC1=S)c1cccnc1	112	108	100	2
46	Cc1c(C(=O)Nc2ccc3c(c2)OCO3)sc2nc(-c3ccccc3)cn12	103	104	108	3
47	CCN(C[C@H]1N[C@@](Cc2ccccc2)(C(=O)OC)[C@H]2C(=O)N(C)C(=O)[C@@H]12)S(=O)(=O)c1ccccc1	109	103	103	0
48	O=C(NCCOc1ccc2ccccc2c1)c1cncc(Br)c1	97	107	112	4
49	COc1ccc(S(=O)(=O)N2CCCCC2C(=O)O)cc1OC (stereo not drawn)	101	96	99	3
50	c1coc(CNc2c3c(nc4ncnn24)CCC3)c1	111	·	101	0

#	Yeast superoxide	LAP4 TOR yeast	RPL19A TOR yeast	VLA-4 inh
41	103	96	108	-1
42	94	96	107	3
43	92	109	96	1
44	100	112	104	-22
45	87	106	104	7
46	97	108	103	-3
47	102	107	103	-9
48	103	104	111	3
49	101	100	102	8
50	90	100	114	-2

Next results follow:
#	structure	AGP1-GFP MLPCN	CIT2-GFP yeast	MEP2-GFP yeast	GRK2 aptamer HTS
51	COc1cccc(CNC(=O)c2ccc(NC3=NC4CS(=O)(=O)CC4S3)cc2)c1 (stereo not drawn)	106	106	100	5
52	O=C(NNC(=O)c1cccc(-n2cnnn2)c1)c1ccccc1	104	99	99	0
53	O=C(NCCN1CCN(c2cccc(Cl)c2)CC1)Nc1ccccc1	91	99	112	0
54	O=C(Nc1cnn(Cc2ccc(Cl)c(Cl)c2)c1)C12CC3CC(CC(C3)C1)C2	103	97	105	0
55	Cc1cc(Cl)ccc1N(CC(=O)NCc1ccc2c(c1)OCO2)S(C)(=O)=O	108	106	97	100*
56	CC(C)OCCCN(C)C1CCN(S(=O)(=O)c2ccc(-c3ccc(=O)[nH]n3)s2)CC1	93	95	98	0
57	Nc1nc2c(nc(SCc3ccccc3Br)n2[C@@H]2O[C@H](CO)[C@@H](O)[C@H]2O)c(=O)[nH]1	97	96	107	1
58	Cn1[nH]c(=O)c(Cl)c(Cl)c1=O	102	104	105	0

#	Yeast superoxide	LAP4 TOR yeast	RPL19A TOR yeast	VLA-4 inh
51	107	102	103	2
52	101	108	98	7
53	118	91	102	-12
54	118	100	100	1
55	108	104	97	13
56	100	97	91	-2
57	101	90	109	2
58	113	107	99	2
